S1P1 ag-PAM: agonists and agonism potentiators of human S1P1 receptor | AID 449 | activation, % at 9.5 µM | S1P1 CRE-bla cells, forskolin, beta-lactamase FRET, potentiator mode; S1P1 agonist co-added at EC20, 2 nM; 100% = saturating reference agonist, 0% = basal | hit rate 0.57% among 56,000;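 active means activation above a cutoff set at the mean activation of all tested compounds plus 3 SD, cut at about 54% in these data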;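 further: forskolin at 4 µM as EC80 and the EC20 agonist is SEW2871; 100% = SEW2871 at its EC100 plus forskolin at EC80; some compounds past the cut are filed as inactive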
Autofluor 339: intrinsic fluorescence of library compounds, ex339/em460 – biochemical, MLSMR library, data from DPM-DC assay, artefact control, profiling panel; hit rate 5.5% among 65,000; fluorescence fold increase at 10 µM; compound autofluorescence, ex339/em460 nm, NADH buffer; hits give high values; 1 = no-compound wells, NADH background; AID 709;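 active means at 10 µM, mean starting fluorescence two-fold or more over control wells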;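 further: signal is the first read of a kinetic run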
MMP-13 inhibitor: MMP13 (human) collagenase inhibition; P45452; MMP-13 fTHP FRET cleavage, Mca fluorescence; inhibition, % at 4 µM; hit rate 0.07% among 65,000; AID 570;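 active means inhibition above the mean of compound-free control plate wells plus 3 SD, cut at about 14% in these data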;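 further: 0% = DMSO wells and 100% = wells with reference MMP-13 inhibitor after basal subtraction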
5HT1E antag: antagonists of human 5-HT1E serotonin receptor; CHO 5-HT1E Ga15 NFAT-bla reporter, FRET, antagonist; hit rate 0.99% among 65,000; inhibition, % at 6 µM; P28566;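 active means inhibition above a set limit, the mean inhibition across every tested compound plus 3 SD, cut at about 29% in these data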;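 further: signal is the 460 over 535 nm emission ratio of beta-lactamase substrate; 0% = agonist plus DMSO wells and 100% = wells without agonist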
Target sequence (P28566 whole entry, looked up): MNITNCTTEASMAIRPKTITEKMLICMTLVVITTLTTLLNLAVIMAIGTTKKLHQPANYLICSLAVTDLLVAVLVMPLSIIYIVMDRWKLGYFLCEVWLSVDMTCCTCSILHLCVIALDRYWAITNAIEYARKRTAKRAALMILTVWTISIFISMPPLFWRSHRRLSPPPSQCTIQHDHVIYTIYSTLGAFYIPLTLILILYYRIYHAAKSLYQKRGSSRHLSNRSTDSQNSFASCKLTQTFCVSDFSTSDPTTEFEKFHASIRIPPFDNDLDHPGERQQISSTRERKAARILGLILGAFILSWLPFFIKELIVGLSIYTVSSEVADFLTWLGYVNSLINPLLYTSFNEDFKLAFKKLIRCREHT
HER2 expr 66K: inhibitors of human Her2 kinase expression; P04626; SKBR-3 HER2 protein level, AlphaScreen, 18-24 h; hits give low values; HER2 level % of control, % at 10 µM; hit rate 0.69% among 65,000;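 active means HER2 level under 5% of the carrier-only control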;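 further: 100% = DMSO carrier and 0% = 500 nM PU-H71 HSP90 inhibitor; lower value means stronger loss of Her2 protein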
A340 absorber: compounds absorbing at 340 nm; compound absorbance at 340 nm, fold over control; fold change at 10 µM; 65,000 tested, under 10 active;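 active means at 10 µM dose, initial 340 nm absorbance at least 2 fold that of control wells; inactive means change under 2 fold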;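 further: initial absorbance extrapolated from kinetic A340 decline of NADH oxidation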
5HT1a antag: blocks the human serotonin 5-HT1a receptor. P08908. CHO 5-HT1a Ga15 NFAT-bla reporter, antagonist mode. inhibition, % at 10 µM. hit rate 0.68% among 62,000. AID 612;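 active means inhibition above the mean of all tested compounds plus 3 SD, cut at about 43% in these data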;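 further: receptor stimulated by 5-CT agonist at 100 nM near EC80; beta-lactamase reporter measured by ratiometric fluorescence of a cleavable substrate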
Target sequence (P08908 whole entry, looked up): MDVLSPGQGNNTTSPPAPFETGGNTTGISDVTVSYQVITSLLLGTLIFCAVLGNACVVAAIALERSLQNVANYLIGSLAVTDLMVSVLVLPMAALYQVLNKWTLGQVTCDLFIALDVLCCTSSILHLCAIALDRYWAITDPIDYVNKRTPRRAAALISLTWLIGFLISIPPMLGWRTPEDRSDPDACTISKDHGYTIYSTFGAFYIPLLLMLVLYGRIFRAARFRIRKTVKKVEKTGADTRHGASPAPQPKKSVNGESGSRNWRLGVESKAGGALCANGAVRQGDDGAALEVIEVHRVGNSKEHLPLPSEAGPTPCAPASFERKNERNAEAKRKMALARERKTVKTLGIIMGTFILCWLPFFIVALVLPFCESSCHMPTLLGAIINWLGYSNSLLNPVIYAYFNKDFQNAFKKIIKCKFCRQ
HTR1E agonist: activates the human 5-HT1E serotonin receptor; AID 574; hit rate 0.69% among 65,000; CHO 5-HT1E Ga15 NFAT-bla reporter, FRET; 0% DMSO wells, 100% control agonist wells; activation, % at 6 µM;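 active means activation above a set limit, the screen-wide mean activation plus 3 SD, cut at about 8.5% in these data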;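 further: 100% = positive control agonist at 1 µM giving full maximal response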
S1P3 agonist: agonists of human S1P3 receptor | Q99500 | S1P3 NFAT-BLA reporter cells, agonism, FRET ratio; relative to 1 µM S1P, basal subtracted | hit rate 0.1% among 60,000 | activation, % at 4.5 µM;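 active means activation above the screen-wide mean plus 3 SD, cut at about 4.5% in these data, passing the limit was not always enough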; further: some compounds called inactive have numbers as strong as hits
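material = human S1P3 NFAT-BLA reporter CHO cells | schedule = 4 h compound at 37 °C, 2 h substrate at RT | measured by = fluorescent BLA substrate, ex 405 nm, em 460/535 nm ratio | controls = 1 µM S1P reference | replication = primary once, confirmation triplicate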
The depositor's hits bear a star; / = not tested or not shown; [ ] = another dose, or the depositor's remark.

SMILES	S1P1 ag-PAM	Autofluor 339	MMP-13 inhibitor	5HT1E antag	HER2 expr 66K	A340 absorber	5HT1a antag	HTR1E agonist	S1P3 agonist
COC(=O)c1cc(CSc2nc3ccc(C)cc3[nH]2)oc1C	/	1.1	2	10	66	1.1	12	0.4	/
Cc1cc(C)c(NC(=O)CSc2nnc(Cc3cccn3C)n2-c2ccc(F)cc2)c(C)c1	-36	1.2	-4	1	71	1	2	-0.1	0.0
CCCSc1nc(C)c(CC(=O)OCC)c(=O)[nH]1	15	1.1	0	-8	114	1	/	-0.2	-3.1
C/C(=N\O)C(=O)C(CN1CCCCC1)CN1CCCCC1	5	1.1	5	12	-12*	0.98	7	1.6	-1.6
CC(=O)NC(=S)c1c(N)n(Cc2ccccc2)c(=O)n(C)c1=O	/	1.1	-1	-7	/	1.1	0	0.8	/
CCN(CC)S(=O)(=O)c1ccc(Cl)c(C(=O)OC)c1	-18	0.97	3	-6	105	0.99	0	-0.3	-1.1
CC(=O)c1ccc(NC(=O)c2cc(CC(C)C)on2)cc1	25	1	2	-2	112	1	-10	0.7	-0.4
CC12CCC(C(=O)N3CCN(c4ncccn4)CC3)(c3nc4ccccc4nc31)C2(C)C (configuration not stated)	-5	1.1	0	-7	109	1	1	0.4	-0.7
COC(=O)CSc1nc2cc(OC)ccc2cc1C#N	-20	2.3*	-16	3	86	1.1	1	0.5	-0.5
O=c1[nH]c(NC2CCCCC2)nnc1Cc1ccccc1	/	1.1	-1	15	86	0.97	19	-1.5	/
Cn1c(SCC(=O)N2CCCc3ccccc32)nnc1-c1ccco1	-6	1	-15	3	93	0.98	10	-0.2	0.3
O=C(c1ccccc1)N(c1ccccc1)C1C=CS(=O)(=O)C1 (configuration not stated)	-14	1.1	3	-12	70	1	5	0.1	-1.3

11 structures out of the list, arranged by formula weight, high to low.
SMILES	S1P1 ag-PAM	Autofluor 339	MMP-13 inhibitor	5HT1E antag	HER2 expr 66K	A340 absorber	5HT1a antag	HTR1E agonist	S1P3 agonist
Cc1cc(C)c(NC(=O)CSc2nnc(Cc3cccn3C)n2-c2ccc(F)cc2)c(C)c1	-36	1.2	-4	1	71	1	2	-0.1	0.0
CC12CCC(C(=O)N3CCN(c4ncccn4)CC3)(c3nc4ccccc4nc31)C2(C)C (configuration not stated)	-5	1.1	0	-7	109	1	1	0.4	-0.7
Cn1c(SCC(=O)N2CCCc3ccccc32)nnc1-c1ccco1	-6	1	-15	3	93	0.98	10	-0.2	0.3
COC(=O)c1cc(CSc2nc3ccc(C)cc3[nH]2)oc1C	/	1.1	2	10	66	1.1	12	0.4	/
O=C(c1ccccc1)N(c1ccccc1)C1C=CS(=O)(=O)C1 (configuration not stated)	-14	1.1	3	-12	70	1	5	0.1	-1.3
CCN(CC)S(=O)(=O)c1ccc(Cl)c(C(=O)OC)c1	-18	0.97	3	-6	105	0.99	0	-0.3	-1.1
C/C(=N\O)C(=O)C(CN1CCCCC1)CN1CCCCC1	5	1.1	5	12	-12*	0.98	7	1.6	-1.6
COC(=O)CSc1nc2cc(OC)ccc2cc1C#N	-20	2.3*	-16	3	86	1.1	1	0.5	-0.5
CC(=O)c1ccc(NC(=O)c2cc(CC(C)C)on2)cc1	25	1	2	-2	112	1	-10	0.7	-0.4
O=c1[nH]c(NC2CCCCC2)nnc1Cc1ccccc1	/	1.1	-1	15	86	0.97	19	-1.5	/
CCCSc1nc(C)c(CC(=O)OCC)c(=O)[nH]1	15	1.1	0	-8	114	1	/	-0.2	-3.1

(list continues)
SMILES	S1P1 ag-PAM	Autofluor 339	MMP-13 inhibitor	5HT1E antag	HER2 expr 66K	A340 absorber	5HT1a antag	HTR1E agonist	S1P3 agonist
COC(=O)c1ccc2c(c1)N(Cc1cc(C)ccc1C)C(=O)c1ccccc1S2=O (configuration not stated)	3	1	-5	-6	109	1	11	-0.4	0.5
CN(C)c1ccc(-c2nnn(Cc3ccccc3Br)n2)cc1	29	1.3	-2	0	87	0.98	8	-0.9	0.4
Cc1cccc(-n2c(CCN3C(=O)c4ccccc4C3=O)nc3ccccc3c2=O)n1	/	1.2	2	4	92	1.1	-11	1.1	0.2
Cn1c(=O)[nH]c(=O)c2c1nc(CN1CCN(c3ccc(F)cc3)CC1)n2CCN1CCOCC1	0	1.1	-7	-5	115	1	-7	-0.6	-0.5
Cc1cc(C)nc(NC2=NC3CCCCC3N2)n1 (configuration not stated)	-47	1.1	1	-1	81	1.1	11	0.0	-0.8
CC(NS(=O)(=O)c1ccccc1)C(N)=O (configuration not stated)	-3	1.1	3	-12	88	1	-6	-0.8	-0.1
Cc1ccc(C)c(S(=O)(=O)NC(CC(C)C)C(=O)O)c1 (configuration not stated)	/	0.74	10	-6	155	1	1	0.6	/
CCC(COC(=O)Nc1cccc(C)c1C)NC(=O)OCC(C)C (configuration not stated)	2	1.1	0	-9	129	1	4	-0.9	-0.8
CCCCOC(=O)c1[nH]c(C)c(C(=O)OC)c1C	-10	1.1	-2	9	101	1	/	-0.3	-2.7
COCc1[nH]nc2c1C(c1ccccc1Cl)C(C#N)=C(N)O2 (configuration not stated)	/	1.1	3	14	83	1	9	-0.2	/
CSc1nc2oc3c(c2c2nncn12)CC(C)(C)SC3	-14	1.1	-18	0	130	1.1	4	0.9	0.4
COc1ccc(C2N(c3cc(C)on3)C(=O)C3CCCN32)cc1OC (configuration not stated)	12	1.1	3	9	89	1	-10	0.3	-0.5
COc1ccc(-c2cc(N)n(CCC#N)n2)c(OC)c1	-6	1.2	2	-11	88	1	-5	-0.9	-1.1
CS(=O)(=O)N1CCC(C(=O)Nc2cc(C(F)(F)F)ccc2Cl)CC1	/	1.1	3	2	107	1	5	-0.5	-1.1
Cc1ccc(NC(=O)CC(O)(C(F)(F)F)C(F)(F)F)c(Br)c1	-17	1.1	1	7	/	1	-6	-0.9	-1.0
COc1ccccc1CNC(=O)C1CC(=O)N(C2CCCC2)C1 (configuration not stated)	-2	1.1	6	6	70	1	5	0.0	-0.2
O=C(COC(=O)c1ccc(Br)o1)NCc1ccco1	/	1.1	0	-8	99	1	-4	-0.4	/
N#CC12CCCCC1CC1CCCCC1(C#N)N2Cc1cccnc1 (configuration not stated)	0	1.1	-11	17	134	1.1	/	-0.7	-8.2
CN(c1ccc(OCc2nnc(-c3ccccc3)o2)cc1)S(=O)(=O)c1ccccc1	13	1.1	-8	1	91	1	3	0.3	-0.3
COc1ccc(OC)c(S(=O)(=O)Nc2ccc(O)c(Sc3ncn[nH]3)c2)c1	-14	1.1	3	-6	87	1	-6	-0.9	-1.1
CCOC(=O)N1CCN(C(=O)c2ccc(N3C(=O)CCC3=O)cc2)CC1	-28	0.99	0	-12	47	0.98	13	-0.3	0.1
N#Cc1nc(-c2ccc(F)cc2)oc1NCCN1CCOCC1	2	2.1*	-52	4	74	1.1	5	0.3	-1.2
CCOC(=O)C1CSc2[nH]c(=O)sc2C1c1ccccc1 (configuration not stated)	36	1.1	-8	11	96	1	/	0.0	-3.2
CN(C)c1ccc(/C=c2\sc3nc(-c4ccccc4)nn3c2=O)cc1	-10	1	-6	5	97	0.99	-2	-0.1	0.5
CCc1ccccc1NC(=O)Cn1nnc(-c2cccnc2)n1	9	1.1	0	7	81	1	-1	0.7	-0.5
CCn1cc(C(=O)O)c(=O)c2cnc(N3CCN(C(=O)Nc4cccc5ccccc45)CC3)nc21	-2	1.4	-12	-4	77	1.1	-1	1.3	-1.5
O=C(O)CSCNC(=O)CC12CC3CC(CC(C3)C1)C2	-10	1.1	3	-3	119	0.97	1	0.4	-0.4
Cc1ccc(-c2ccc(=O)n(CC(=O)NCCN3C(C)CCCC3C)n2)cc1 (configuration not stated)	2	1.3	-2	-5	78	1	7	0.0	-1.3
CNc1nnc(-c2cc3ccccc3oc2=O)s1	2	2.3*	-10	7	109	1.1	3	-0.6	0.1
CN1CCN(c2ccc(NC(=O)c3ccc4c(c3)OCO4)cc2)CC1	4	1.1	0	-6	147	1	-1	-0.1	0.1
C=CCn1c(SCc2ccc(C#N)cc2)nnc1-c1cccc(OC)c1	13	1.1	1	7	100	0.98	-5	0.1	-0.7
CC(Sc1nc(-c2ccccc2)cc(C(F)(F)F)n1)C(=O)N1CCCC1 (configuration not stated)	4	1	6	8	103	1	5	0.0	-0.7
O=C(CSc1ccc2nnc(-c3ccncc3)n2n1)NCC1CCCO1 (configuration not stated)	-2	1.2	-18	-6	115	1	-12	0.5	0.6
COCCN(CC(=O)NCC1CCCO1)C(=O)CCC(=O)Nc1cc(C)on1 (configuration not stated)	-26	0.86	0	-7	92	0.98	-5	-0.3	0.3
Cc1cc(=O)n(C)c(=O)n1CCCCCN1CCCC1	21	1	3	5	104	0.99	-9	-0.4	-0.5
Cc1oc2c(C)c3oc(=O)c4c(c3cc2c1C)CCCC4	-17	1.5	-5	6	82	1.1	13	-0.7	-0.3
COCCn1c(=NC(=O)c2ccc3c(c2)OCO3)c(C#N)cc2c(=O)n3cccc(C)c3nc21	-22	1.3	-78[fluorescence artefact?]	-13	86	1.1	-5	0.6	-0.2
COc1ccc2oc(=O)c(C(=O)N3CCN(c4ccc(F)cc4)CC3)cc2c1	5	1.3	-11	-3	100	1	-6	-0.5	-0.5
Cn1cnc2cc(OC(=O)c3ccccc3)ccc21	3	1	4	-5	5	1	2	0.4	0.2
COc1ccc2c(c1)C(C)=CC(C)(C)N2C(=O)C(C)N1C(=O)c2ccccc2C1=O (configuration not stated)	-13	0.99	-30	7	91	1	35	0.2	-1.0
CC(C)CC1(C(=O)O)NC(c2ccccc2O)C2C(=O)N(C(C)C)C(=O)C21 (configuration not stated)	-27	1.1	3	5	81	1	6	0.1	-0.2
Cc1nc2nc(Cc3ccccc3)nn2c(C)c1Cl	-18	1.1	5	6	116	1.1	5	1.3	-0.2
COc1ccc(C(C)=O)cc1CN1C(=O)C(C)N(c2ccc(C)cc2)C1=O (configuration not stated)	/	1.1	0	-1	75	1	-8	0.2	/
O=C(Nc1ccc2c(c1)OCCO2)C1CCCN(S(=O)(=O)c2cccnc2)C1 (configuration not stated)	-3	1.1	3	-1	99	1	-1	0.6	-2.8
C=CCNC(=O)c1c(N)n(-c2ccc3c(c2)OCO3)c2nc3ccccc3nc12	8	1.3	-18	7	61	1.1	10	0.8	-0.5
O=C1CN(C(=O)CCN2CCOCC2)C(c2ccccc2)c2cc(Br)ccc2N1 (configuration not stated)	-13	1.1	-1	-10	86	1	19	0.4	-0.3
Cc1cc2c(cc(C(=O)NCc3cccnc3)n2Cc2ccc(Cl)cc2)o1	6	1.1	5	-5	108	1	-14	-0.3	-0.2
CCn1c(COc2cccc(OC)c2)nnc1SCC(=O)Nc1cccc(OC)c1	3	1.1	2	1	98	0.99	-15	-0.3	-0.1
COc1ccc(CNC(=O)Nc2cccc(C)c2)cc1	0	1.1	1	-19	92	1	0	-0.8	-0.4

No enrichment for hits; overall some 8.5% were active at least once.
